# High-throughput results deposited in PubChem BioAssay by National Center for Advancing Translational Sciences (NCATS).
# Tb PYK inh: qHTS of Trypanosoma Brucei Inhibitors; 410,000 compounds, 0.12% hits; pyruvate kinase (Trypanosoma brucei), Q57TT1; TbPYK enzyme, Kinase-Glo Plus ATP luminescence, 45 min; AID 624173, 2012; Potency, µM (highest dose often 76.8 µM), for inactives: at the highest dose activity, negative = inhibition, usual class: inhibitors; active = well fitted inhibition curve with a large enough effect; also: nearly all actives have a fitted effect of over 50% in size
#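 Enzyme and substrate buffer are dispensed first and compound is pin-transferred. ADP at 130 uM final then starts the reaction, which runs 45 min at room temperature. Detection reagent is added for 10 min before luminescence is imaged.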
# * hit, by the source's call; [ ] = dose if it differs, or a comment. % is scaled to controls: 0 for no effect and ±100 for the full control effect; potency is read from the fitted curve at half-maximal effect. An excerpt (hit frequency here may not be typical).
SMILES | Tb PYK inh
CCOc1ccc(NS(=O)(=O)c2ccc3[nH]cc(C(=O)N(C)C4CCCCC4)c(=O)c3c2)cc1 | 3%
O=C(NCc1cccs1)c1ccc(-c2ccc(F)c(F)c2)c2ccoc12 | -2%
CCc1nnc(SCC(=O)Nc2ccc(Cl)cc2F)c2cc3occc3n12 | -5%
CCC(C)C(NC(=O)C(Cc1ccc(O)cc1)NC(=O)OCc1ccccc1)C(=O)OC (stereo unspecified) | -4%
CCOc1ccccc1NC(=O)C1CCCN(S(=O)(=O)c2cn(C)cn2)C1 (stereo unspecified) | 0%
CCNC(=O)C1(C)CCN(Cc2noc(-c3c(C)noc3C)n2)C1 (stereo unspecified) | 2%
CCOC(=O)c1c(S(=O)(=O)NCC(=O)Nc2ccc(C)c(Cl)c2)c(C)n(C)c1C | 6%
Cc1c(Cl)cccc1NC(=O)Cn1nc(C)c2sc3ccccc3c2c1=O | 1%
CCc1nn(CC(=O)N2CCCCC2)c(=O)c2cc3sc(C)cc3n12 | 3%
CCc1ccc(N(CC(=O)N2CCCC2)S(C)(=O)=O)cc1 | -1%
Cc1ccc(NC(=O)C2CCCN2S(=O)(=O)c2ccc3c(c2)C(C)(C)C(=O)N3C)cc1 (stereo unspecified) | -2%
Cc1ccc(CNC(=O)c2c(Nc3c(C)cccc3C)sc(C(=O)c3ccccc3)c2N)cc1 | -12%
O=C(OCc1ccccc1)N1CCCC2CC1c1ccccc12 (stereo unspecified) | -4%
Cc1ccc(NC(=O)N(Cc2cn(C)c3ccccc23)C2CCCCC2)cc1C | -3%
Cc1cccc(CS(=O)(=O)c2ncc(Cl)c(C(=O)Nc3nc4ccc(F)cc4s3)n2)c1 | 1%
Cc1ccccc1CNCc1c(C(=O)O)c(C)n(Cc2ccc(F)cc2Cl)c1C | -7%
CCCN(C(=O)c1cc2c(s1)-c1ccccc1SC2)c1ccccc1F | 4%
Cn1c(=O)n(C)c2cc(N3CCOCC3)c(NS(=O)(=O)c3ccc(Cl)cc3)cc21 | -4%
COc1ccc(NC(=O)c2nc(-c3ccc(C)cc3)n3c2CCCCC3)cc1 | -7%
CC(C)N(Cc1ccccc1)C(=O)CN1C(=O)CSc2ccc(S(=O)(=O)N3CCCC3)cc21 | -2%
Cc1ccc(-c2nc(NCCCN(C)C)c3ccccc3n2)cc1 | 5%
CCc1ccc(NC(=O)Cn2c(=O)n(Cc3ccco3)c(=O)c3cccnc32)cc1 | -1%
COc1ccc(S(=O)(=O)NCC(c2ccc(N(C)C)cc2)N2CCc3ccccc32)cc1 (stereo unspecified) | -18%
CC1(C(=O)NS(=O)(=O)C2CC2)CCN(C(=O)c2cccc(OC(F)(F)F)c2)C1 (stereo unspecified) | 5%
CC1(C(=O)Nc2ccccc2)CCN1C(=O)C1(c2ccccc2)CC1 (stereo unspecified) | 4%
COC(=O)[C@H]1C[C@@]2(O)CN(S(=O)(=O)c3ccc(C)cc3)C[C@@]2(OC(=O)NCc2ccco2)C[C@H]1C(=O)OC | 4%
Clc1ccccc1OCCSc1nnc(-c2cccs2)o1 | -2%
O=C1COc2ccc(-c3cc(-c4ccccc4)c4c(n3)-c3ccccc3OC4)cc2N1 | -3%
COc1ccc(-c2nc(C)c(CCNS(=O)(=O)c3cc(C)c(C)cc3C)s2)cc1 | -3%
CCCc1nn2c(=O)cc(COC(=O)c3ccccc3NC(=O)COc3ccccc3F)nc2s1 | 1%
COc1ccc(CN(C)CCCn2ccc(N)nc2=O)cc1OC | -1%
CCCCN(C(=O)CC1CCCC1)c1c(N)n(Cc2ccccc2)c(=O)[nH]c1=O | 3%
Cc1ccc2nc(NCc3ccccc3)c3nncn3c2c1 | 1%
COc1ccccc1N1CCN(C(=O)C2CCN(S(=O)(=O)c3cnc[nH]3)CC2)CC1 | 3%
CCCNC(=O)C1CC(=O)N(c2ccc(OCc3ccccc3)cc2)C1 (stereo unspecified) | -24%
CCCN(Cc1cccs1)C(=O)Nc1cc(C)cc(C)c1 | -4%
Cc1ccc(NC(=O)C(C)N2CCCc3ccccc32)cc1S(=O)(=O)N1CCOCC1 (stereo unspecified) | -1%
CN(C)c1cccc2c(S(=O)(=O)NC(=O)[C@H]3O[C@@H](n4cnc5c(N)ncnc54)[C@H](O)[C@@H]3O)cccc12 | 2%
O=c1cnc2cnc(Oc3ccccc3)nc2n1CCc1ccccc1 | -5%
CCc1nn2c(=O)cc(COC(=O)c3ccccc3NC(=O)c3ccc(C(C)(C)C)cc3)nc2s1 | -9%
FC(F)(F)c1cnc(NNC(=S)Nc2ccccc2)c(Cl)c1 | -16%
NCCCNC(=S)NCCCN(Cc1ccc(Cl)cc1)c1ccc(Br)cn1 | -15%
CN1CCN(C(CNC(=O)c2ccccc2F)c2ccc3c(c2)OCO3)CC1 (stereo unspecified) | 3%
O=C(c1cccs1)N(Cc1cccnc1)c1nc2c(F)cc(F)cc2s1 | 7%[15.4 µM]
CC(=O)c1sc(Nc2ccccc2)nc1C | 3%
C=CC[C@H]1C(C(=O)OCC)=CC[C@@H](c2ccccc2)N1S(=O)(=O)c1ccc(C)cc1 | 2%
COc1ccc(-n2c(SCC(=O)N3CCCc4ccccc43)nc3c([nH]c4ccccc43)c2=O)cc1 | -7%
Cc1ccc(C(=O)Nc2ccc3oc(-c4cccnc4)nc3c2)c(Cl)c1 | -2%
COCCn1c(SCC(=O)c2c[nH]c3ccccc23)nc2cc(C(=O)NCC(C)C)ccc2c1=O | -6%
Cc1ccc(S(=O)(=O)CC(=O)Nc2sc3c(c2C(N)=O)CCCC3)cc1 | -13%[15.4 µM]
Cc1ccc(CNC(=O)CN(c2cc(C)cc(C)c2)S(=O)(=O)c2c(C)[nH]c(=O)[nH]c2=O)cc1 | -7%
Fc1ccc(C(Nc2ccc(Cl)c(C(F)(F)F)c2)c2nnc(-c3ccccc3)o2)cc1 (stereo unspecified) | 9%
O=C(O)CCn1c(=O)c2cccn2c2cccnc21 | -6%
COc1cc(OC)c(NC(=O)N2CCc3cc(S(=O)(=O)N4CCC(C)CC4)ccc32)cc1Cl | -4%
COc1ccc(CNC(=O)Cc2c(C(=O)O)c(C)cn2C)cc1 | 1%
CC1(Oc2ccccc2-c2ccno2)CCN(Cc2csc3ccccc23)C1 (stereo unspecified) | -6%
CCOC(=O)c1c(C)sc(-c2c(-c3ccc4c(c3)OCCO4)[nH]c3c2c(=O)n(C)c(=O)n3C)c1O | 2%
COc1ccc(NC(=O)c2cc(C3CC3)nc3c2c(C)nn3-c2ccc(C)cc2)cc1OC | -4%
COc1ccc(N2CCN(C(=O)CS(=O)(=O)c3cccc4nsnc34)CC2)cc1 | 0%
O=C(O)Cc1cccc2c(=O)cc(-c3ccccc3)oc12 | -10%

# Next compounds
SMILES | Tb PYK inh
COc1ccc(C(=O)Nc2cc3cc(Cl)ccc3oc2=O)cc1OC | -3%
CCOc1ccc(-n2c(SCC(=O)NC3CCCCC3)nc3c([nH]c4ccccc43)c2=O)cc1 | -6%
CC1=C(C(=O)N(C(C)C)C(C)C)CC(CC(=O)NCCCCc2ccccc2)C(=O)N1CCCN1CCCC1=O (stereo unspecified) | 3%
CC(=O)c1ccc(NC(=O)CSc2nnc3ccc(-c4ccc(Cl)cc4)nn23)cc1 | -5%
COc1cccc(NC(=O)N(C)C[C@@H]2OCc3cnnn3CCCC(=O)N([C@H](C)CO)C[C@@H]2C)c1 | -2%
CCOc1cccc(CNC(=O)c2ccc(N3CCCC3)c(NC(=O)NCc3ccccc3)c2)c1 | -2%
O=C(CSc1nccn1Cc1ccc(Cl)cc1)NCc1ccccc1 | -4%
CCc1nc2nc(C)cc(C)n2c1Nc1ccc(OC)cc1 | -1%
CSc1sc(C(=O)O)c2c1C(=O)CC(C)(C)C2 | -3%
COc1ccccc1N1CCN(C(=O)CSc2nc3ccccc3nc2Cc2ccc(C)cc2)CC1 | 6%
COc1ccc(Cn2cc(C(=O)c3ccc(F)cc3)c(=O)c3cc4c(cc32)OCCO4)cc1 | 5%
COc1ccccc1NC(=O)Nc1nc(C(N)Cc2ccc(C(F)(F)F)cc2)cs1 (stereo unspecified) | -1%
O=C(c1ccco1)N1CCC[C@@]2(CCN(c3ccccn3)C2)C1 | 4%
COc1cc(NC(=O)c2cc3c(=O)n(Cc4ccco4)ccc3nc2C)cc(OC)c1OC | 2%
Cc1cccc(Nc2nnc(-c3ccc(C)c(S(=O)(=O)N4CCN(C)CC4)c3)c3ccccc23)c1 | -3%
CCOC(=O)c1c(C)[nH]c(C)c1S(=O)(=O)N1CCCC(C(=O)N2CCN(c3ccccc3)CC2)C1 (stereo unspecified) | 4%
CCc1cccc(NC(=O)Cn2c(=O)n(Cc3ccccc3)c(=O)c3c2c2cc(OC)ccc2n3C)c1 | -7%
COc1ccc(C(=O)NCC(c2cccnc2)N2CCc3ccccc3C2)cc1 (stereo unspecified) | -3%
CCCCCC(=O)N1C[C@@H](O)[C@H](n2cc(C3CC3)nn2)C[C@@H]1c1ccccc1 | 4%
CCn1ccc2cc(S(=O)(=O)N3CCC(C(=O)NCc4ccc(OC)cc4)CC3)ccc21 | 4%

# (more compounds)
molecule	Tb PYK inh
CCOc1ccccc1N(CC)C(=O)Cn1ncc2c1-c1ccccc1OC2	0%
CC1CCN(S(=O)(=O)c2ccc(C(=O)Nc3nc4ccc(F)cc4s3)cc2)CC1	-2%
COc1ccc(CCNC(=O)c2ccc3c(c2)ncn3-c2ccc(C)cc2C)cc1OC	3%
Cn1c(=O)c2cc(NC(=S)NC3CC3)ccc2n1Cc1ccc(F)cc1	-8%
COC(=O)c1cc(=O)nc(NN=Cc2ccco2)s1	-10%
O=C1NC[C@@H](CCCCN2CCN(CCc3ccccc3)C(=O)C2=O)N(CC2CCCCC2)C1=O	11%
CCOc1ccc2c(c1)c(=O)c(C(=O)c1ccc(CC)cc1)cn2CC(=O)Nc1ccccc1C	-1%
CCc1cccc(NC(=O)CCN2C(=O)c3ccccc3Sc3ncccc32)c1	-2%
COc1ccc(NC(=O)CC2C(=O)N(c3ccc(F)cc3)C(=O)N2Cc2ccco2)cc1 (stereo unspecified)	1%
CCOC(=O)N(C)c1c(CC)nc2c(OCc3ccc(F)cc3)cccn12	-5%
CC(C)N1CCc2nc(SCC(=O)Nc3cccc(F)c3)[nH]c(=O)c2C1	-8%
COc1ccc(CCN2C(=O)CCC3=C2CCCC3=O)cc1OC	0%
Cn1nc(-c2ccccc2)c(-c2ccccc2)c(C(=O)Nc2ccccc2C(N)=O)c1=O	1%
CCCCOc1ccc(C2=NC(c3cccs3)=Nc3ccc(OC)cc3N2)cc1	0%
CCCc1noc(-c2ccc(N3CCCCC3)c([N+](=O)[O-])c2)n1	-2%
COc1cccc(CNC(=O)[C@@H]2CCCN2C(=O)[C@@H]2CCCN2C(=O)c2cccc3ccccc23)c1	0%
Cc1ccc(C(NC(=O)C2CCN(CCOc3ccc(Cl)cc3Cl)CC2)c2ccccn2)cc1 (stereo unspecified)	2%
CC(C)(C)C(=O)OCc1cc(=O)n2nc(C3CC3)sc2n1	2%
COc1ccc(-n2nc(C)c3c(C(F)(F)F)cc(-c4cccnc4)nc32)cc1	5%
O=C(CCC(=O)N1Cc2ccccc2Oc2ncccc21)NCc1ccccc1Cl	3%
O=c1c2[nH]c3ccccc3c2nc(SCc2cccc(F)c2)n1-c1ccccc1	0%
Cc1ccc(Cn2cc(C(=O)c3ccc(C)cc3)c(=O)c3ccc(C)nc32)cc1	-1%
CCCCN(CCCC)S(=O)(=O)c1ccc2oc(C(=O)NCc3ccccc3)c(C)c2c1	2%
COc1cc(C2c3c(oc4ccccc4c3=O)C(=O)N2Cc2ccccc2Cl)ccc1O (stereo unspecified)	-2%
COc1ccc(/C=C2\SC(=S)N(CCC(=O)N3CCOCC3)C2=O)cc1OC	-1%

# Rewritten field by field: entries from further up.
> COc1ccccc1NC(=O)Nc1nc(C(N)Cc2ccc(C(F)(F)F)cc2)cs1 (stereo unspecified)
  Tb PYK inh: -1%

> O=C(c1ccco1)N1CCC[C@@]2(CCN(c3ccccn3)C2)C1
  Tb PYK inh: 4%

> COc1cc(NC(=O)c2cc3c(=O)n(Cc4ccco4)ccc3nc2C)cc(OC)c1OC
  Tb PYK inh: 2%

> Cc1cccc(Nc2nnc(-c3ccc(C)c(S(=O)(=O)N4CCN(C)CC4)c3)c3ccccc23)c1
  Tb PYK inh: -3%

# Next records
molecule	Tb PYK inh
O=C(CSc1cn(CC(=O)N2CCCC2)c2ccccc12)Nc1ccccc1C(F)(F)F	-13%
CCN(CC)S(=O)(=O)c1cc(-c2ccc(=O)n(C(C)C(=O)Nc3cccc(C#N)c3)n2)ccc1C (stereo unspecified)	0%
COc1ccc(NC(=O)C(C(C)C)N2Cc3ccccc3C2=O)cc1 (stereo unspecified)	-2%
COc1cccc(Cn2c(CNC(=O)Cc3cccc(C)c3)nc3cccnc32)c1	0%
O=c1[nH]nc(Sc2ccccc2)c(=S)[nH]1	-14%
COc1cccc(N2CCN(C(=O)CCn3nc(C)c(S(=O)(=O)N4CCCC4)c3C)CC2)c1	2%
COc1ccc(NC(=O)CSc2nc(-c3ccccc3)nc3c2Cc2c(CO)cnc(C)c2O3)cc1Cl	-4%
COc1cc(NC(=O)C(Cc2ccccc2)NS(=O)(=O)c2cccs2)cc(OC)c1 (stereo unspecified)	5%

# Some of these compounds in order of formula weight, lowest first.
molecule	Tb PYK inh
O=c1[nH]nc(Sc2ccccc2)c(=S)[nH]1	-14%
COc1ccc(NC(=O)C(C(C)C)N2Cc3ccccc3C2=O)cc1 (stereo unspecified)	-2%
CCN(CC)S(=O)(=O)c1cc(-c2ccc(=O)n(C(C)C(=O)Nc3cccc(C#N)c3)n2)ccc1C (stereo unspecified)	0%
